From PubChem
Scp-1 inhibitor: Scp-1 phosphatase inhibitors, primary screen, biochemical, colorimetric, uHTS. Carboxy-terminal domain RNA polymerase II polypeptide A small phosphatase 1 (Homo …. Recombinant Scp1, phosphopeptide, malachite green phosphate absorbance. inhibition, % at 20 µM. 340,000 compounds, 0.88% hits. AID 493091, 2011;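 active means inhibition above about 50% at 20 µM, limit read from the data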;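 further: plate controls were DMSO wells with enzyme for no effect and wells lacking enzyme for full effect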
Target sequence (Q9GZU7 76-261 limits assumed): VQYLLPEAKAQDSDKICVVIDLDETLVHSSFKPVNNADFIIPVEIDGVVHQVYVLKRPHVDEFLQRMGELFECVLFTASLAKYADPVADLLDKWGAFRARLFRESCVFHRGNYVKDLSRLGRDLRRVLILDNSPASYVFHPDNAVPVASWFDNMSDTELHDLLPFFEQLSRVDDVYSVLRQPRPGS
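assay system = SCP-1 phosphatase catalytic domain, residues 76-261 | buffer or medium = 50 mM Tris acetate pH 5.5, 0.005% Tween-20, 10 mM MgCl2 | incubation = enzyme reaction 45 min at room temperature, colour 5 min, stabilisation 30 min | signal = Phosphate-binding colour reagent, absorbance read at 630 nm | measure = % inhibition at 20 µM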
SUMO1 PPI mod: modulators of SUMO1 protein-protein interactions, primary screen, biochemical, uHTS | SUMO1 binding to a labelled peptide, TR-FRET, 1 h | inhibition, % at 20 µM | 360,000 compounds, 0.33% hits | AID 602429, 2012; in the data active means inhibition above about 37%
Target sequence (P63165 whole entry, looked up): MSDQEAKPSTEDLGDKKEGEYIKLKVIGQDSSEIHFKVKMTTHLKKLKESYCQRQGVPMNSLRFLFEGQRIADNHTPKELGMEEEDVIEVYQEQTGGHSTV
NRP1-CendR mod: modulators of CendR peptide binding to NRP-1, primary screen, biochemical, fluorescence polarization, uHTS. Neuropilin-1 (Homo sapiens), O14786. FAM-RPARPAR peptide binding to NRP-1. inhibition, % at 25 µM. 360,000 compounds, 0.85% hits;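 active means inhibition or corrected inhibition above about 18%, plus a signal ratio from 0.5 to 1.5, limit read from the data, passing the limit was not always enough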; further: strong numbers were not always called active
DNMT1 inh: human DNMT1 methyltransferase inhibitors, primary screen, biochemical, molecular beacon, fluorescence, HinP1I cleavage, uHTS; inhibition (reported as % activation of signal), % at 10 µM; 360,000 compounds, 0.83% hits; in the data active means inhibition above about 50%
SKN-1 inh: suppressors of acrylamide-induced Pgst-4::GFP reporter in worms, primary screen, SKN-1 inhibitor project, whole organism, uHTS, GFP/RFP fluorescence ratio, strain VP596. C. elegans VP596 Pgst-4::GFP/RFP ratio, 24 h. 360,000 compounds, 0.49% hits. inhibition, % at 21.8 µM;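 active means interference check ratio from 0.5 to 1.5 plus GFP to RFP signal ratio inhibition reaching or exceeding a fixed threshold, cut at about 30% in these data, passing the limit was not always enough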; further: some compounds called inactive have numbers as strong as hits
NadD inh: inhibitors of S. aureus NadD, primary screen, biochemical, colorimetric, uHTS; purified NadD enzyme, colorimetric absorbance read-out; AID 602399, 2012; Nicotinate-nucleotide adenylyltransferase NadD (Staphylococcus aureus N315); inhibition, % at 20 µM; 360,000 compounds, 0.78% hits; in the data active means inhibition above about 26%; further: some compounds past the cut are filed as inactive
LMPTP inh: LMPTP phosphatase inhibitors, primary screen, biochemical, fluorescence intensity, uHTS. Low molecular weight phosphotyrosine protein phosphatase (Homo sapiens), P24666. recombinant LMPTP-A, OMFP fluorogenic substrate. inhibition, % at 20 µM. 360,000 compounds, 0.22% hits. AID 651560, 2012;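 active means compounds that cut the enzyme signal by at least half of the control window in the single-dose screen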;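 further: plate controls were DMSO wells with enzyme plus substrate for no effect and substrate without enzyme for full effect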
Target sequence (P24666 whole entry, looked up): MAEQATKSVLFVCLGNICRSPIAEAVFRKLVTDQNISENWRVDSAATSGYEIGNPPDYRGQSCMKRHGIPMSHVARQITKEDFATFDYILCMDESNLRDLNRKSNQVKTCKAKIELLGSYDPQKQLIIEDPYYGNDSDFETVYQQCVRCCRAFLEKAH
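Test system: LMPTP-A phosphatase enzyme. Amount: LMPTP-A at 0.625 nM final in the reaction. Reagent: OMFP substrate, 400 µM final. Times: 50 min at room temperature. Signal: endpoint fluorescence intensity from OMFP dephosphorylation. Read-out basis: % inhibition. Benchmarks: no-enzyme and uninhibited controls.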
Neddyl block: inhibitors of cullin neddylation, primary screen, biochemical, TR-FRET, uHTS, NAE and Ubc12 | NEDD8-conjugating enzyme Ubc12 (Homo sapiens) + NEDD8-activating enzyme E1 regulatory … | calls only at 25 µM | 360,000 compounds, 0.58% hits | AID 651699, 2012; in the data active means inhibition above about 36%
Tb MetRS inh: T. brucei MetRS inhibitors, primary screen, biochemical, luminescence; methionyl-tRNA synthetase (Trypanosoma brucei brucei); purified T. brucei MetRS, ATP depletion, Kinase-Glo luminescence; inhibition, % at 11.9 µM; 360,000 compounds, 0.4% hits; AID 624268, 2012;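 active means inhibition above a per-plate cutoff of the control wells' mean inhibition plus 3 SD, cut at about 5.5% in these data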;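 further: 0% = DMSO wells median and 100% = median of wells with control inhibitor compound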
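Dosing: 11.9 µM single point; system: parasite MetRS enzyme; technique: luminescence of leftover ATP; times: 15 min enzyme-compound preincubation, 2 h reaction, 10 min detection, 25 °C; replicates: each compound tested once; read-out basis: percent inhibition relative to median high and low control wells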
STEP inh: STEP phosphatase inhibitors, primary screen, biochemical, fluorescence intensity, uHTS | Tyrosine-protein phosphatase non-receptor type 5 (Homo sapiens), P54829 | AID 588621, 2011 | 360,000 compounds, 0.25% hits | recombinant STEP, OMFP fluorogenic substrate | inhibition, % at 20 µM;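 active means inhibition at 20 µM, scaled per plate between control wells, above about 37%, limit read from the data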;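 further: 0% = DMSO with enzyme and substrate and 100% = substrate only without enzyme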
Target sequence (P54829 whole entry, looked up): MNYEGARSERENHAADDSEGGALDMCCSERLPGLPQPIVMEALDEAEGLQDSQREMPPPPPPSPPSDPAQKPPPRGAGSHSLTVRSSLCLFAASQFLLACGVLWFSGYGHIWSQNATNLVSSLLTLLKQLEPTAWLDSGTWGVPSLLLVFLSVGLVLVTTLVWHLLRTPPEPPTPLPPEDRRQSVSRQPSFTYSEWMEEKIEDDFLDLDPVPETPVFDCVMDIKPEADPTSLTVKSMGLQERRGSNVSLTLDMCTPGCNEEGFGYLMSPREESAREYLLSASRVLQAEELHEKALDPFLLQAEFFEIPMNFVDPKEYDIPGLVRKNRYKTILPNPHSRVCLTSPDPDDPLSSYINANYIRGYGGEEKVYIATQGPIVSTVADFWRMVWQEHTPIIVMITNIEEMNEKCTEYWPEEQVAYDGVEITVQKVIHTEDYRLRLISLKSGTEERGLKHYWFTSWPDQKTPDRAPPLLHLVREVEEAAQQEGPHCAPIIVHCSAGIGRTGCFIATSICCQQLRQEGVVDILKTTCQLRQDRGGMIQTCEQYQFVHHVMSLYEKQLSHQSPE
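material = STEP tyrosine phosphatase | reagent = fluorogenic phosphatase substrate OMFP at 25 µM final | doses = single compound dose of 20 µM, 1% DMSO final | schedule = 20 min reaction, room temperature, in the dark | measured by = fluorescence, 480/540 nm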
Active calls of the source: *.

Start of the listing, in advance, two compounds:
NC(=O)c1ccc(N2CCCCC2)c(N2C(=O)CCC2=O)c1 was read as Scp-1 inhibitor -5, SUMO1 PPI mod 1, NRP1-CendR mod 4, DNMT1 inh -1, SKN-1 inh 5, NadD inh 2, LMPTP inh -1.5, Neddyl block inactive, Tb MetRS inh -0.3 and STEP inh 3.
CC(C)(C)OC(=O)NCCCCCc1cn([C@@H](CO)C(=O)NCCCCCCCCCCC(=O)N2CCN(C(=O)OC(C)(C)C)CC2)nn1 was read as Scp-1 inhibitor -1, SUMO1 PPI mod -2, NRP1-CendR mod 14, DNMT1 inh -10, SKN-1 inh 2, NadD inh -3, LMPTP inh 0.4, Neddyl block inactive, Tb MetRS inh -0.1 and STEP inh 0.

This part in full (from the top)
NC(=O)c1ccc(N2CCCCC2)c(N2C(=O)CCC2=O)c1 was read as Scp-1 inhibitor -5, SUMO1 PPI mod 1, NRP1-CendR mod 4, DNMT1 inh -1, SKN-1 inh 5, NadD inh 2, LMPTP inh -1.5, Neddyl block inactive, Tb MetRS inh -0.3 and STEP inh 3.
CC(C)(C)OC(=O)NCCCCCc1cn([C@@H](CO)C(=O)NCCCCCCCCCCC(=O)N2CCN(C(=O)OC(C)(C)C)CC2)nn1 was read as Scp-1 inhibitor -1, SUMO1 PPI mod -2, NRP1-CendR mod 14, DNMT1 inh -10, SKN-1 inh 2, NadD inh -3, LMPTP inh 0.4, Neddyl block inactive, Tb MetRS inh -0.1 and STEP inh 0.
`CC1CC1C(=O)N(CCC1=CCCCC1)c1c(N)n(Cc2ccccc2)c(=O)[nH]c1=O` (centres undefined) gave Scp-1 inhibitor -1, SUMO1 PPI mod 5, NRP1-CendR mod -5, DNMT1 inh 0, SKN-1 inh 5, NadD inh 3, LMPTP inh -0.1, Neddyl block inactive, Tb MetRS inh -0.6 and STEP inh -1.
CCOC(=O)c1cnc2ccccc2c1NCCc1ccc(OC)c(OC)c1 was read as Scp-1 inhibitor -2, SUMO1 PPI mod 0, NRP1-CendR mod 8, DNMT1 inh -3, SKN-1 inh 5, NadD inh 4, LMPTP inh 15, Neddyl block inactive, Tb MetRS inh -0.5 and STEP inh -3.
CCOc1cccc(CN(C)CC2CCCN(CCc3ccc(Cl)cc3)C2)c1O (centres undefined) was read as Scp-1 inhibitor 6, SUMO1 PPI mod 0, NRP1-CendR mod -5, DNMT1 inh -5, SKN-1 inh -3, NadD inh -2, LMPTP inh -0.4, Neddyl block inactive, Tb MetRS inh -0.7 and STEP inh -1.
Screening COc1ccccc1S(=O)(=O)N(C)C[C@@H]1OCc2cnnn2CCCC(=O)N([C@H](C)CO)C[C@H]1C returned SUMO1 PPI mod 2, NRP1-CendR mod -12, DNMT1 inh 8, SKN-1 inh 19, NadD inh 3, LMPTP inh -1.8, Neddyl block inactive, Tb MetRS inh -1.3 and STEP inh -2.
Screening O=c1cc(-c2cccc(Cl)c2)oc2cccc(O)c12 returned Scp-1 inhibitor -9, SUMO1 PPI mod 2, NRP1-CendR mod 5, DNMT1 inh 24, SKN-1 inh -2, NadD inh -1, LMPTP inh -0.7, Neddyl block inactive, Tb MetRS inh -0.4 and STEP inh 2.
For CCOc1ccc(S(=O)(=O)N2CCCC(C(=O)Nc3cccc(C)c3)C2)cc1 (centres undefined) the results were Scp-1 inhibitor -2, SUMO1 PPI mod 1, NRP1-CendR mod 4, DNMT1 inh -1, SKN-1 inh 11, NadD inh -7, LMPTP inh 0.8, Neddyl block inactive, Tb MetRS inh -0.3 and STEP inh 1.
COc1ccc(S(=O)(=O)N2CCN(c3ccccc3)CC2)cc1C(=O)N1CCCC1 was read as Scp-1 inhibitor -8, SUMO1 PPI mod 2, NRP1-CendR mod 12, DNMT1 inh 26, SKN-1 inh -3, NadD inh -2, LMPTP inh -0.5, Neddyl block inactive, Tb MetRS inh -0.5 and STEP inh 2.
`COc1cccc(Nc2ncnc3ccc(Br)cc23)c1` gave SUMO1 PPI mod -4, NRP1-CendR mod 10, DNMT1 inh 1, SKN-1 inh -8, NadD inh 2, LMPTP inh -0.5, Neddyl block inactive, Tb MetRS inh -0.1 and STEP inh 0.
O=C(/C=C/c1ccc(Cl)cc1Cl)Nc1ccncc1 was read as Scp-1 inhibitor -1, SUMO1 PPI mod -7, NRP1-CendR mod 12, DNMT1 inh -11, SKN-1 inh 14, NadD inh -9, LMPTP inh 0.2, Neddyl block inactive, Tb MetRS inh 3.2 and STEP inh 2.
`CCOC(=O)N1CCN(C(=S)NC(=O)c2ccc(Br)cc2)CC1` gave Scp-1 inhibitor 2, SUMO1 PPI mod 1, NRP1-CendR mod -7, DNMT1 inh 2, SKN-1 inh -4, NadD inh 3, LMPTP inh -0.9, Neddyl block inactive, Tb MetRS inh 0.0 and STEP inh 0.
Screening CCc1ccc2[nH]cc(C(=O)OCCOC)c(=O)c2c1 returned Scp-1 inhibitor -8, SUMO1 PPI mod 12, NRP1-CendR mod 9, DNMT1 inh 0, SKN-1 inh -20, NadD inh 11, LMPTP inh -1.6, Neddyl block inactive, Tb MetRS inh -0.1 and STEP inh -2.
C/C(=N\Nc1cccc(Cl)c1)C1(C)N(O)C(C)(C)C(c2ccco2)=[N+]1[O-] (centres undefined) was read as Scp-1 inhibitor -11, SUMO1 PPI mod 0, NRP1-CendR mod 8, DNMT1 inh 3, SKN-1 inh 18, NadD inh -11, LMPTP inh 0.6, Neddyl block inactive, Tb MetRS inh 0.8 and STEP inh -2.
CC(C)Cn1c(N)c(S(=O)(=O)c2cccs2)c2nc3ccccc3nc21 was read as Scp-1 inhibitor 3, SUMO1 PPI mod -5, NRP1-CendR mod 7, DNMT1 inh -5, SKN-1 inh 3, NadD inh 0, LMPTP inh -0.4, Tb MetRS inh -0.1 and STEP inh -3.
`CCOC(=O)c1oc2ccccc2c1NC(=O)c1cccc(OC)c1OC` gave Scp-1 inhibitor -11, SUMO1 PPI mod -6, NRP1-CendR mod 2, DNMT1 inh -9, SKN-1 inh 15, NadD inh -12, LMPTP inh 2.5, Neddyl block inactive, Tb MetRS inh -0.7 and STEP inh 2.
For O=S(=O)(c1ccc(OCC(O)CN2CCc3ccccc3C2)cc1)N1CCOCC1 (centres undefined) the results were Scp-1 inhibitor 2, SUMO1 PPI mod -5, NRP1-CendR mod -1, DNMT1 inh 2, SKN-1 inh 2, NadD inh -3, LMPTP inh -0.3, Neddyl block inactive, Tb MetRS inh -0.5 and STEP inh 2.
For COc1ccc(/C=C(/NC(=O)c2ccc(C)cc2)C(=O)NCc2ccncc2)cc1 the results were Scp-1 inhibitor -6, SUMO1 PPI mod -4, NRP1-CendR mod 0, DNMT1 inh 4, SKN-1 inh 7, NadD inh 0, LMPTP inh -1.6, Neddyl block inactive, Tb MetRS inh 0.3 and STEP inh -2.
Screening CCOC(=O)C1(Cc2ccc(OC)cc2)CCN(C(=O)Cc2cccnc2)CC1 returned Scp-1 inhibitor -1, SUMO1 PPI mod -2, NRP1-CendR mod -3, DNMT1 inh 5, SKN-1 inh 6, NadD inh 3, LMPTP inh -0.6, Neddyl block inactive, Tb MetRS inh -0.3 and STEP inh -2.
Cc1onc(-c2ccccc2)c1C(=O)N1CCN(C/C=C/c2ccccc2)CC1 was read as Scp-1 inhibitor -13, SUMO1 PPI mod 7, NRP1-CendR mod 12, DNMT1 inh 2, SKN-1 inh 12, NadD inh -2, LMPTP inh -0.5, Neddyl block inactive, Tb MetRS inh -0.1 and STEP inh 2.
Screening CCc1cccc(C)c1NC(=O)COC(=O)CNC(=O)c1cccs1 returned Scp-1 inhibitor -7, SUMO1 PPI mod -1, NRP1-CendR mod -12, DNMT1 inh -6, SKN-1 inh 2, NadD inh -5, LMPTP inh 0.7, Neddyl block inactive, Tb MetRS inh -0.3 and STEP inh 1.
Cc1ccc(-c2cnc(N)n2C)cc1C was read as Scp-1 inhibitor -8, SUMO1 PPI mod 0, NRP1-CendR mod -12, DNMT1 inh 4, SKN-1 inh 11, NadD inh 3, LMPTP inh -0.8, Neddyl block inactive, Tb MetRS inh -0.2 and STEP inh -3.
CCOC(=O)NC(=O)COC(=O)CCCSc1nc2ccccc2s1 was read as Scp-1 inhibitor -6, SUMO1 PPI mod 3, NRP1-CendR mod -15, DNMT1 inh 1, SKN-1 inh -3, NadD inh -3, LMPTP inh -0.1, Neddyl block inactive, Tb MetRS inh 0.0 and STEP inh -3.
`COc1cccc(N=NC2C(=O)N(C(N)=S)N=C2C)c1` (centres undefined) gave Scp-1 inhibitor -4, SUMO1 PPI mod -32, NRP1-CendR mod -2, DNMT1 inh 2, SKN-1 inh -4, NadD inh -13, LMPTP inh 0.5, Neddyl block inactive, Tb MetRS inh -1.0 and STEP inh -4.
Screening CCc1sc(C(=O)NCCCn2ccnc2)cc1Br returned Scp-1 inhibitor -2, SUMO1 PPI mod 1, NRP1-CendR mod -7, DNMT1 inh -1, SKN-1 inh -5, NadD inh 1, LMPTP inh 0.0, Neddyl block inactive, Tb MetRS inh -0.1 and STEP inh -1.
`COc1ccc(N(CC(=O)NC2CCCC2)S(=O)(=O)c2c(C)[nH]c(=O)[nH]c2=O)cc1` gave Scp-1 inhibitor 3, SUMO1 PPI mod 6, NRP1-CendR mod -3, DNMT1 inh 4, SKN-1 inh -9, NadD inh 0, LMPTP inh -0.9, Neddyl block inactive, Tb MetRS inh -0.7 and STEP inh -2.
CCN(CC)C(=O)Cn1nnc(-c2ccc(S(C)(=O)=O)cc2)n1 was read as Scp-1 inhibitor 21, SUMO1 PPI mod 1, NRP1-CendR mod 4, DNMT1 inh 4, SKN-1 inh -3, NadD inh 7, LMPTP inh 0.4, Neddyl block inactive, Tb MetRS inh -0.8 and STEP inh -2.
O=C(CC1C(=O)NCCN1C(=O)Nc1ccccc1)Nc1cc(Cl)cc(Cl)c1 (centres undefined) was read as Scp-1 inhibitor -8, SUMO1 PPI mod 1, NRP1-CendR mod -1, DNMT1 inh -5, SKN-1 inh 24, NadD inh -4, LMPTP inh 0.2, Neddyl block inactive, Tb MetRS inh 0.9 and STEP inh -2.
Screening CCOc1ccccc1C=NN1CCCCCC1 returned Scp-1 inhibitor -5, SUMO1 PPI mod -2, NRP1-CendR mod -7, DNMT1 inh 4, SKN-1 inh 9, NadD inh -2, LMPTP inh 0.2, Neddyl block inactive, Tb MetRS inh -0.2 and STEP inh -4.
